High-throughput results from PubChem BioAssay.
mouse EphA4 binding – inhibitors of EphA4 binding to KYL peptide, primary screen, biochemical, colorimetric, mouse EphA4 (AID 689) | 62,000 compounds, 0.1% hits | EphA4-AP binding to KYL peptide, pNPP A405; higher % means a stronger effect | one-dose inhibition, % at 10 µM; IC50 in µM for titrated hits; in the data active = a potency from the dose series; inactive = the rest, 99 in 100 with inhibition below about 22%
The depositor's hits bear a star. Not all compounds are listed, so the mix of outcomes need not match the whole.

Structure	mouse EphA4 binding
CC(C)C(=O)NC(NC(=S)Nc1cccc2cccnc12)C(Cl)(Cl)Cl (stereo not drawn)	-11%
Cn1c(=O)c2c(SCc3cccc(C(F)(F)F)c3)nc(-c3ccco3)nc2n(C)c1=O	1%
N=c1n(-c2ccccc2)c(O)cc(=O)n1-c1ccccc1	-14%
O=C1CC(c2ccccc2)n2nc(NC(=O)c3ccccn3)nc2N1 (stereo not drawn)	-2%
CCOc1cc(CNc2ccc(OC)cc2)cc(Br)c1OCC(=O)NC(C)(C)C	-8%
Nc1ccccc1NC(=O)c1ccccc1N	-3%
O=C(CSc1nnc(-c2cccc(S(=O)(=O)N3CCCCC3)c2)o1)c1ccc[nH]1	-6%
COc1cccc2cc(C(=O)C3=C(O)C(=O)N(CCCN(C)C)C3c3ccncc3)oc12 (stereo not drawn)	-8%
Fc1ccccc1C(c1nnnn1Cc1ccc2c(c1)OCO2)N1CCN(Cc2ccco2)CC1 (stereo not drawn)	2%
Cc1ccc(-c2ccc(OC(=O)c3ccco3)cc2)cc1	-12%
CCc1ccc(-c2cc(C(=O)Nn3cnnc3)c3ccccc3n2)cc1	-9%
COc1ccc(N(CC(=O)N2CCc3ccccc32)S(=O)(=O)c2c(C)n[nH]c2C)cc1	3%
C1CSC2(N1)C1CC3CC2CC(C1)C31NCCS1 (stereo not drawn)	-11%
CCOC(=O)NC(CC(=O)O)c1ccc(OC)cc1 (stereo not drawn)	-15%
CCOC(=O)C(C)n1ncn2cccc2c1=O (stereo not drawn)	1%
Cc1ccccc1-c1nc2ccccc2c(=O)n1/N=C/c1ccccc1[N+](=O)[O-]	10%
O=C(Oc1c(-c2ccccc2)oc2ccccc2c1=O)c1ccccc1	-12%
Cc1[nH]nc2c1C(c1ccc(Cl)cc1)C(C#N)=C(N)O2 (stereo not drawn)	2%
CC(NC(=O)C(=O)NN=C1CCCCCC1)c1ccccc1 (stereo not drawn)	-9%
CC(C)Cc1nc(C(N)=O)c2[nH]c(=O)n(-c3ccc(F)cc3)c2n1	-2%

By substructure, those above with two or more sulfur atoms (two)
Structure	mouse EphA4 binding
O=C(CSc1nnc(-c2cccc(S(=O)(=O)N3CCCCC3)c2)o1)c1ccc[nH]1	-6%
C1CSC2(N1)C1CC3CC2CC(C1)C31NCCS1 (stereo not drawn)	-11%

Following part
Structure	mouse EphA4 binding
C=CCc1cccc2cc(C(=O)O)c(=O)oc12	-13%
O=C(O)CSc1nc(C(F)(F)F)cc(=O)n1-c1ccccc1	-7%
CC(=O)N=c1ncn(CC(COC(C)=O)OC(C)=O)c2nc[nH]c12 (stereo not drawn)	-25%
CCOc1ccc(C(=O)Nc2nnc(C)s2)cc1OCC	-19%
Cn1c(N)c(C(=O)COC(=O)c2ccco2)c(=O)n(C)c1=O	-5%
O=c1cc(N2CCN(c3cccc(Cl)c3)CC2)[nH]c(=O)n1C1CCCCC1	-12%
CC(C)CC(=O)Nc1ccccc1C(=O)Nc1ccc(C(=O)O)cc1	-8%
COCCn1c(=S)[nH]c2cc(C(=O)N3CCN(c4ccccc4OC)CC3)ccc2c1=O	5%
O=C(Nc1cc(-c2nn(CC(=O)N3CCCCC3)c(=O)c3ccccc23)ccc1N1CCOCC1)c1ccc(Cl)cc1	9%
COC(=O)c1[nH]c2ccccc2c1NC(=O)CCN1CCSCC1	-8%
O=C(CCC1CCCCC1)Nc1ccc(S(=O)(=O)Nc2nccs2)cc1	-11%
Cc1ccc(OCc2nnc(NC(=O)Nc3cccc(Cl)c3)s2)cc1C	6%
CCc1ccc(NC(=O)C(CC)Sc2nc3cc4c(cc3c(=O)n2Cc2ccco2)OCO4)cc1 (stereo not drawn)	-19%
CCOC(=O)Cc1nnc(NC(=O)COc2ccc(C)cc2)s1	5%
CCC(=O)N1CCc2cc(S(=O)(=O)CCC(=O)NCc3cccs3)ccc21	-8%
CCOC(=O)N1CCN(C(=O)c2ccc3c(=O)n(Cc4ccc(Cl)cc4)c(=S)[nH]c3c2)CC1	6%
Nc1nc(NCc2ccccc2)nc(Nc2cccc(F)c2)c1[N+](=O)[O-]	-6%
Cn1cccc1C(=O)OCC(=O)Nc1ccc2c(c1)CCC2	-8%
O=C(NCCCN1CCOCC1)NC12CC3CC(CC(C3)C1)C2	4%
CCN1C(=O)C(CC(=O)Nc2ccc(OC)cc2)N(Cc2cccnc2)C1=S (stereo not drawn)	2%

An excerpt from above in order of the mouse EphA4 binding value, smallest number first.
Structure	mouse EphA4 binding
CCOc1ccc(C(=O)Nc2nnc(C)s2)cc1OCC	-19%
O=C(CCC1CCCCC1)Nc1ccc(S(=O)(=O)Nc2nccs2)cc1	-11%
CC(C)CC(=O)Nc1ccccc1C(=O)Nc1ccc(C(=O)O)cc1	-8%
Nc1nc(NCc2ccccc2)nc(Nc2cccc(F)c2)c1[N+](=O)[O-]	-6%
O=C(NCCCN1CCOCC1)NC12CC3CC(CC(C3)C1)C2	4%
O=C(Nc1cc(-c2nn(CC(=O)N3CCCCC3)c(=O)c3ccccc23)ccc1N1CCOCC1)c1ccc(Cl)cc1	9%

(listing goes on)
Structure	mouse EphA4 binding
COC(=O)c1c(-n2cnnn2)sc(C)c1C	14%
O=C(CC1(O)C(=O)N(CCc2ccccc2)c2ccccc21)c1ccco1 (stereo not drawn)	-6%
CCOC(=O)C1=C(C)N(C)C(=S)NC1c1ccccc1Cl (stereo not drawn)	-3%
COc1ccc(OC)c(N(CC(=O)Nc2ccc(C(C)C)cc2)S(C)(=O)=O)c1	6%
CCCCn1c(N)c(N(CCOC)C(=O)CSc2nc3ccc(C)cc3[nH]2)c(=O)[nH]c1=O	-12%
CC(O)CNC(=O)C(=O)Nc1ccc(F)cc1 (stereo not drawn)	11%
CCCn1c(SCC(=O)c2ccc3c(c2)OCCO3)nnc1C(C)C	-23%
CC1=C(C(=O)Nc2ccccn2)C(c2ccc(Br)cc2)n2ncnc2N1 (stereo not drawn)	-10%
O=C(O)CN=C(NS(=O)(=O)c1ccccc1)c1ccccc1	-5%
CCOC(=O)COc1ccc2c(oc(=O)c3ccccc32)c1C	-4%
CCOC(=O)C1CCN(CC(=O)N2C(C)CCCC2C)CC1 (stereo not drawn)	12%
CCCN1C2CCCC1CC(NC(=O)c1cc(OC)c(OC)c(OC)c1)C2 (stereo not drawn)	-23%
COCCn1c(C)cc(C2=NNC(=Nc3ccc(OC)cc3)SC2)c1C	-1%
c1ccc(-c2nc(NCc3cccnc3)c3oc4ccccc4c3n2)cc1	-15%
Clc1ccc2c(NCc3ccccn3)ncnc2c1	-4%
Cc1ccc(C(=O)Nc2ccc3c(c2)nc2n3CCSC2)cc1	-32%
COC(=O)Cn1nc(-c2ccc(C)c(S(=O)(=O)N(C)C)c2)c2ccccc2c1=O	-7%
CC(=O)c1c(NCc2ccccc2)nc(=O)n(-c2ccccc2)c1C	2%
Cc1ccc(-c2nnn(CC(=O)NCC3CC3)n2)o1	-11%
N#CCCSc1ncnc2c1oc1ccccc12	2%

Structure	mouse EphA4 binding
O=C1CSC(c2cn(-c3ccccc3)nc2-c2ccc3c(c2)OCCO3)N1CCN1CCOCC1 (stereo not drawn)	19%
Cc1c(C=NCCOCc2ccccc2)cnn1C	2%
Cc1oc(C(=O)O)cc1COc1ccc2c3c(c(=O)oc2c1C)CCCC3	-10%
CC(C)N(Cc1nc(-c2ccc(Cl)cc2)no1)C(=O)CCCN1C(=O)c2ccccc2C1=O	-1%
CC(C)C[C@H](NC(=O)Nc1ccc(S(N)(=O)=O)cc1)C(=O)O	4%
COc1cc(-c2nnc(SCC3(c4ccccc4)OCCO3)o2)cc(OC)c1OC	-4%
CCOC(=O)c1ccccc1NC(=O)c1cc(Cl)ccc1[N+](=O)[O-]	7%
Cc1ccc(NC(=S)NC2CCCCC2)cc1	-3%
COC(=O)c1ccc(SC2CCCCC2)c([N+](=O)[O-])c1	2%
CC1CCN(C(=O)c2ccc(COc3ccccc3Cl)o2)CC1	1%
O=S(=O)(c1ccccc1)N1CCN(S(=O)(=O)N2CCCCC2)CC1	2%
CC1CCCC(NC(=O)C2CCN(S(=O)(=O)N3CCC4(CC3)OCCO4)CC2)C1C (stereo not drawn)	-34%
Cc1ccc(OCC(=O)N/N=C\c2ccco2)c(C)c1	-16%
O=C(NCc1ccccc1)N1CCC(n2cnc3cc(F)ccc32)CC1	1%
COC(=O)c1ccc(NC(=O)CSc2nncn2C)cc1	-11%
CCSc1nnc(-c2ccccc2NC(=O)CC)c(=O)[nH]1	-16%
Cc1ccc(S(=O)(=O)Nc2cc(Cl)c(O)cc2C)cc1	-5%
COc1ccc(CCNC(=O)CC2COc3ccccc3O2)cc1OC (stereo not drawn)	-2%
COCCNC(=O)Cn1nc(C)c2ccccc2c1=O	2%
CCOC(=O)c1c(C)[nH]c2cc(Br)c(OC)cc12	-4%

Structure	mouse EphA4 binding
CCSc1nnc(-c2cccnc2)n1-c1ccc(Cl)c(C)c1	-2%
Cc1ccc(C)c2sc(NC(=O)c3ccc(N4CCCCC4)c([N+](=O)[O-])c3)nc12	-1%
O=C1N=c2ccccc2=C1c1sc(=S)n(-c2ccc(F)cc2)c1O	1%
Cc1nnsc1S(=O)(=O)Cc1ccccc1Cl	0%
COC(=O)c1ccc(N/C=C\C(=O)c2ccc3c(c2)OCO3)cc1	-3%
O=C(Nc1ccccc1)NC1(C(=O)N2CCN(c3ncccn3)CC2)CCCCC1	-14%
O=C1CC(C(=O)Nc2cccc3ccccc23)C2(CCCC2)O1 (stereo not drawn)	-17%
CCCCOc1ccc(C(=O)NCCc2ccccc2)cc1	3%
Cc1cccc(C2NC(=O)c3c(sc(C)c3C)N2)c1O (stereo not drawn)	-17%
COc1cccc(NC(=O)c2oc3ccccc3c2NC(=O)c2ccc3c(c2)OCO3)c1	-20%
O=C(c1ccc(N2CCCCC2)c([N+](=O)[O-])c1)N1CCOCC1	-7%
COC(=O)c1cn[nH]c1NC(=S)Nc1ccc(Cl)c(Cl)c1	1%
NC(=O)c1ccsc1NC(=O)C1CCCN1S(=O)(=O)c1ccc(Cl)cc1 (stereo not drawn)	6%
Cn1c(CN2CCCCC2)c(C#N)c2ccccc21	-5%
Cc1cc(=O)oc(C)c1C(=O)NCCc1ccc(F)cc1	-5%
O=C(CSc1nnc2c(Cl)cc(C(F)(F)F)cn12)Nc1ccc2c(c1)OCO2	6%
Cc1cc(C(=O)CSc2nnc(-c3ccccc3)n2-c2ccccc2)c(C)n1-c1ncn[nH]1	-3%
O=C(N/N=C/c1ccc(Br)cc1)c1ccccc1-n1cccc1	-16%
COc1cccc(-c2ccc(C#N)c(OC(=O)c3c(Cl)cccc3Cl)n2)c1	2%
COc1ccc(NC(=O)c2c3c(nc4ccccc24)CCC3)cc1	6%

Five entries picked at random from those above, as already listed:
Structure	mouse EphA4 binding
O=C(Nc1ccccc1)NC1(C(=O)N2CCN(c3ncccn3)CC2)CCCCC1	-14%
COc1ccc(OC)c(N(CC(=O)Nc2ccc(C(C)C)cc2)S(C)(=O)=O)c1	6%
CCOC(=O)C(C)n1ncn2cccc2c1=O (stereo not drawn)	1%
CC(O)CNC(=O)C(=O)Nc1ccc(F)cc1 (stereo not drawn)	11%
CCC(=O)N1CCc2cc(S(=O)(=O)CCC(=O)NCc3cccs3)ccc21	-8%

Following part
Structure	mouse EphA4 binding
O=C(Cc1cccc2ccccc12)NNC(=O)Nc1cccc(Cl)c1	-6%
Cc1ccc(S(=O)(=O)N2CCN(C(=O)CCC(=O)N3CCc4ccccc43)CC2)cc1	-6%
COc1ccc(C(C(=O)NC2CCCCC2)N(CC2CCCO2)C(=O)CNC(=O)c2ccco2)cc1 (stereo not drawn)	-10%
CC1Cc2ccccc2N1C(=O)CSc1nnc2sc3ccccc3n12 (stereo not drawn)	-16%
CC1CCC/C(=N\NC(=O)Nc2ccccc2)C1 (stereo not drawn)	1%
COCCSc1nnc(NC(=O)C2CCCO2)s1 (stereo not drawn)	-1%
O=C1C=C(NCc2ccc(Cl)cc2)CC(c2ccco2)C1 (stereo not drawn)	15%
O=C(Nc1cccc(Br)c1)c1ccc2nc(N3C(=O)CCC3=O)sc2c1	-3%
CSc1nnc(-c2ccccc2Cl)o1	-12%
COc1ccc2c(c1)nc1n2CN(CC2CCCO2)CN1Cc1ccccc1 (stereo not drawn)	-18%
O=C(NC1CC2CCCC(C1)N2C(=O)N1CCCCC1)C1CCCCC1 (stereo not drawn)	-4%
CN1C(=O)C(=Cc2cc([N+](=O)[O-])cc(Br)c2O)C(=O)N(C)C1=O	5%
CCOc1cc(C=O)ccc1OCc1ccccc1F	13%
O=C(Nc1ccc(S(=O)(=O)NCc2cccnc2)cc1)c1ccco1	-9%
COc1ccc(/C=N/NC(=O)c2ccccc2)cc1CN1CCN(c2ccc(F)cc2)CC1	-5%
Cc1cc(C)nc(SCc2nnc(SCC(=O)OC3CCCCC3)o2)n1	-12%
Cc1ccc(NC(=O)C(=O)NC2CCCCC2)cc1	-6%
Cc1cc(-n2[nH]c(C)c(C)c2=O)nc(-c2ccccc2O)n1	-8%
Brc1ccc(-c2nnc3n2CCCCC3)cc1	-1%
COc1ccc(S(=O)(=O)NCc2cccs2)cc1	-4%

Structure	mouse EphA4 binding
Cc1ccc(CCNC(=O)c2coc3nc4ccccc4nc23)cc1	3%
CC(/C=N/Nc1nc(N2CCCCC2)nc(N2CCCCC2)n1)=C\c1ccccc1	19%
COc1ccc(C2C(C(N)=O)=C(C)Nc3nc(-c4ccccc4OC)nn32)cc1OC (stereo not drawn)	-10%
COc1ccc(NC(=S)NNC(=O)Cn2nc([N+](=O)[O-])cc2C)cc1	5%
